PLK1 inh: PLK1 (human) kinase inhibition. P53350. recombinant PLK1 kinase, TR-FRET peptide phosphorylation. inhibition, % at 10 µM. hit rate 0.53% among 97,000. AID 619;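 active means inhibition of 50% or more in the single-concentration screen; inactive means inhibition below 50%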;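 further: 0% = DMSO max control and 100% = H-89 dihydrochloride min control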
Target sequence (P53350 whole entry, looked up): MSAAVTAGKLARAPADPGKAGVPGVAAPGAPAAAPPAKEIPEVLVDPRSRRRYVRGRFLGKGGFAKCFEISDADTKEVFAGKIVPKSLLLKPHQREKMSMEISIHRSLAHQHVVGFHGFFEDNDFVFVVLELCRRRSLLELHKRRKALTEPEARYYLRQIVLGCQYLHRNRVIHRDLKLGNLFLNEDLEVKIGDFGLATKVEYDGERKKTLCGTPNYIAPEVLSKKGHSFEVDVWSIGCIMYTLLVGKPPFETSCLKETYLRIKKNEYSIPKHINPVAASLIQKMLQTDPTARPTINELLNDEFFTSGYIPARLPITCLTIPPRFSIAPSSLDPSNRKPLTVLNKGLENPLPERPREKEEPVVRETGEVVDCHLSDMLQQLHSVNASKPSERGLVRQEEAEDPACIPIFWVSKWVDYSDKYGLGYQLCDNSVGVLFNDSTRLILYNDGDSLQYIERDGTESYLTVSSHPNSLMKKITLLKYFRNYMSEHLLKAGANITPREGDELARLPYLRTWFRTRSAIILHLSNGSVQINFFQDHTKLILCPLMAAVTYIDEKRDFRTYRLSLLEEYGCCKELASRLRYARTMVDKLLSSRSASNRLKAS
MT1-MMP txn act: MT1-MMP promoter transcription activation | HT1080 MT1-MMP promoter luciferase reporter, luminescence, overnight; stronger effect = higher value | activation factor at 10 µM | hit rate 0.16% among 86,000 | AID 750;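 active means activation factor of at least 2 for MT1-MMP transcription at 10 µM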
PLK1 PBD inh: inhibitors of human Plk1 polo box domain binding. inhibition, %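 (tested at about 20 µM)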. Plk1 PBD phosphopeptide binding, fluorescence polarization. hit rate 0.13% among 97,000. P53350; in the data active means inhibition above about 34%, passing the limit was not always enough
FAK blocker: FAK (human) kinase inhibition; Q05397; biochemical FAK kinase activity assay; inhibition, %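 (tested at 7 µM)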; hit rate 0.84% among 97,000; in the data active means inhibition above about 19%;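 further: 0% = DMSO and 100% = reference compound high control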
S1P2 ag: agonists of human S1P2 receptor; O95136; S1P2-expressing cell line, agonist reporter read-out; activation, % at 4.5 µM; hit rate 0.46% among 97,000; AID 729; in the data active means activation above about 16%;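 further: 0% = vehicle low control and 100% = maximal reference agonist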
Target sequence (O95136 whole entry, looked up): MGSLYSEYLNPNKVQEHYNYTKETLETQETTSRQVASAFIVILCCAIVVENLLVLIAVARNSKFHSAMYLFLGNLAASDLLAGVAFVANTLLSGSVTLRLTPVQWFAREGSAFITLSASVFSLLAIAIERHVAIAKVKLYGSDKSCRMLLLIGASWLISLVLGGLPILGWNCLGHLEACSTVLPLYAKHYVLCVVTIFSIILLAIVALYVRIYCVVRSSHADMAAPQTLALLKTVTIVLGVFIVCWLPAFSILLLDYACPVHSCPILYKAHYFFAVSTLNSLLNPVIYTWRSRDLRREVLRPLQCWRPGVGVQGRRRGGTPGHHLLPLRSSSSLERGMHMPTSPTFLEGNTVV
Rev-RRE block: inhibitors of HIV-1 Rev-RRE RNA interaction; inhibition, % at 8 µM; P05866; Rev peptide-RRE RNA binding, FRET; hit rate 0.79% among 97,000;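 active means inhibition above the screen-wide mean plus 3 SD, cut at about 35% in these data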;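 further: 0% = median DMSO wells and 100% = median Neomycin B control wells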
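Material: labelled RRE RNA duplex and labelled Rev peptide / Buffer or medium: HEPES pH 7.5 salt buffer with EDTA / Compound dosing: single point, 8 µM final nominal compound concentration / Benchmarks: DMSO low control, neomycin B high control / Timing: 5 min preincubation and 15 min binding, 25 °C / Technique: FRET fluorescence readout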
EphB4 ephrin blk: antagonists of human EphB4-ephrin-B2 interaction; hit rate 0.15% among 97,000; AID 720; EphB4 LBD / TNYL-RAW-Alexa532 peptide, fluorescence polarization; inhibition, % at 7 µM; P54760;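 active means inhibition above the screen-wide mean inhibition plus 3 SD, cut at about 15% in these data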;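 further: 0% = DMSO wells and 100% = excess unlabeled TNYL-RAW peptide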
S1P2 antag: blocks the human S1P2 receptor; cell-based S1P2 antagonist assay, inhibition at 5 uM; O95136; hit rate 0.21% among 97,000; inhibition, % at 5 µM; in the data active means inhibition above about 45%;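 further: CRE beta-lactamase reporter cells expressing human S1P2 stimulated with S1P; 0% = agonist at EC80 alone and 100% = agonist plus reference antagonist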
PLAP act: activates human placental alkaline phosphatase; hit rate 1.2% among 96,000; purified PLAP enzyme, luminescent substrate read-out; stronger effect = higher value; activation fold at 20 µM; in the data active means activation fold above about 2
* hit, by the source's call; . = no result given. Rows were taken by chance. Share with any hit: about 3.9%.

SMILES	PLK1 inh	MT1-MMP txn act	PLK1 PBD inh	FAK blocker	S1P2 ag	Rev-RRE block	EphB4 ephrin blk	S1P2 antag	PLAP act
Cc1nc(SCCO)c2oc3ccccc3c2n1	-6	1	-18	5	7	0	-3	-10	1.1
Cc1cccc(N2CCN(c3nc4ccccc4n4cnnc34)CC2)c1C	-2	1	-30	1	-3	3	-1	-2	1.3
O=C(Nc1cccc2cccnc12)c1ccc2c(c1)OCCO2	-28	.	-12	0	-5	7	-4	-19	0.9
CC(=O)c1c(N2CCCCC2)nc(=O)n(-c2ccccc2)c1C	-7	1.1	-23	-3	-7	5	-5	3	1.1
Cc1ccc(S(=O)(=O)N2CCC(C(=O)NCCc3ccc(S(N)(=O)=O)cc3)CC2)cc1	7	.	9	1	-4	5	-1	6	0.9
O=C(NCC(c1cccnc1)N1CCOCC1)c1ccc2c(c1)OCO2 (stereo unspecified)	-7	1.1	0	-1	-6	7	0	0	.
CC1(C)N=C(SCC(=O)Nc2ccc(Cl)cc2Cl)C(c2ccccc2)=N1	-7	1	5	-2	-2	8	-12	-10	1.1
CC(C)(C)NC(=O)COC(=O)c1cc(F)c(F)cc1Cl	-9	.	12	-1	-2	-2	-4	-5	0.9
CC(C)(C)Nc1cccccc1=O	0	1	-17	3	-11	9	6	12	0.8
Cc1noc(C)c1COC(=O)CCC(=O)c1ccc(F)cc1	-14	1.1	-12	-1	-3	0	-2	0	0.8
COc1ccc(NC(=O)NCCN2C(=O)C3C4C=CC(C4)C3C2=O)cc1 (stereo unspecified)	-5	1.5	15	1	-4	5	-4	-56	0.9
C=CCn1c(SCc2nc3c(c(=O)[nH]c(=O)n3CCCC)n2CCC)nnc1-c1ccccc1	-8	1.2	15	-1	-5	-1	5	-10	1.6
COc1cccc(NC(=O)C(=O)N/N=C/c2cc(C)n(-c3ccc(Cl)c(Cl)c3)c2C)c1	-13	.	-17	0	4	-3	-6	-13	1.6
CCc1ccc2c(CC(=O)Nc3nnc(C4CC4)s3)coc2c1	-4	1.2	-25	-2	-4	10	-5	0	1
CCOC(=O)N1CCN(CC(=O)N2c3ccccc3CC2C)CC1 (stereo unspecified)	-3	1.2	-26	-3	-2	-7	1	7	1
Cc1c(OCc2nn[nH]n2)ccc2c3c(c(=O)oc12)CCCC3	-8	1.1	-10	-6	-6	5	-9	6	1
COC(=O)Cc1c(C)nc2nc(-c3ccc(Cl)cc3)[nH]n2c1=O	-8	1.1	-10	-1	-5	6	-4	-2	1
Cc1[nH]c2ccccc2c1/C=C(\C#N)S(=O)(=O)c1ccccc1	-5	.	12	4	-6	6	5	-5	0.8
O=C(O)Cc1ccc(C(=O)c2cccs2)s1	-12	1.2	21	4	-3	8	-10	-40	0.9
COc1ccccc1-c1nc(-c2ccccn2)no1	-9	.	6	3	-7	9	6	19	0.8
COc1ccc(Cc2nnc(SCC(=O)NC(C)c3ccccc3)o2)cc1 (stereo unspecified)	-13	1.1	0	2	0	0	12	10	0.9
Cc1cc(C)cc(OCC(=O)Nc2cccc(-c3nnc(-c4ccco4)o3)c2)c1	-3	1.2	11	1	-3	2	-3	-2	1.1
COc1cccc(CN2CCN(c3ncccn3)CC2)c1	-18	1	-23	5	-9	1	3	11	1.1
Cc1ccc(C(=O)Nc2nc(-c3cccnc3)cs2)o1	6	1.5	-5	7	-9	2	-2	-1	0.9
Cc1nn(C)cc1/C=N/NC(=S)Nc1ccccc1	-7	.	22	0	-7	-2	1	20	1.8
(further entries)
SMILES	PLK1 inh	MT1-MMP txn act	PLK1 PBD inh	FAK blocker	S1P2 ag	Rev-RRE block	EphB4 ephrin blk	S1P2 antag	PLAP act
COc1ccc(N2C(=O)CSC23C(=O)Nc2ccccc23)cc1 (stereo unspecified)	12	1.4	18	-1	0	7	1	7	.
Cn1c(C(=O)N2CCN(C(=O)c3ccco3)CC2)cc2c(=O)n(C)c3ccccc3c21	-17	1	7	19*	0	8	3	10	1.5
O=C(CN1C(=O)c2ccccc2S1(=O)=O)Nc1ccccc1C(=O)NCc1ccco1	-6	1	10	-1	-4	4	-1	-7	.
C[N+]1(CC(=O)Nc2ccccc2Cl)CCN(C(=O)c2cccs2)CC1	-5	1.2	-2	0	-1	7	6	4	0.9
CN(C)C(=O)CSc1nnc(Cc2ccc([N+](=O)[O-])cc2)o1	-7	.	0	1	-3	3	1	12	1
Cc1nc(NC(=O)C2CC2)sc1C(=O)N1CCCCC1	-4	1.1	8	-2	-7	-3	0	3	1
CCn1cc(SCC(=O)N2CCOCC2)c2ccccc21	-2	.	5	0	-7	-1	0	14	1.1
CC(=O)c1n[nH]nc1Nc1nc(C)cc(C)n1	-8	1.2	-2	-1	-6	11	1	-1	.
O=S(=O)(NCCc1csc(-c2ccccc2)n1)c1ccc2c(c1)OCCO2	-8	1.2	10	0	-7	9	2	-13	1.4
Cc1cc(C)nc(Nc2nc(=O)c3ccccc3s2)n1	-8	1.4	-4	-3	-2	12	-3	-6	1.2
COc1cc(NS(=O)(=O)c2ccc(F)cc2)c(OC)cc1NC(C)=O	-15	1.2	-11	-2	-5	8	-4	15	1.1
CCN1CCN(CCNC(=O)c2cn(C(C)c3ccccc3F)nn2)CC1 (stereo unspecified)	-9	1	14	0	-4	7	3	8	0.9
Cc1ccc(-c2noc(CN(C(=O)CCCN3C(=O)c4ccccc4C3=O)C(C)C)n2)cc1	-13	1.1	7	7	-7	9	12	20	.
CC(O)(C#CCN1CCCC1)c1ccccc1 (stereo unspecified)	-9	1.1	3	-1	-3	8	8	9	0.9
Cc1cc2nnc(SCC(=O)N3CCN(c4ccccc4)CC3)n2c(N)n1	-10	1	-15	1	-2	5	-7	2	1
CCCCN(C(=O)Cn1nnc2ccccc21)C(C(=O)NCCOC)c1ccc(OC)cc1 (stereo unspecified)	-11	1.2	16	-2	-1	1	-6	-7	1.7
CC(C)C1N(C(=O)CN2CCCC2)CCN1S(=O)(=O)c1ccccc1 (stereo unspecified)	-8	1.2	-7	-11	-6	5	2	-5	0.9
Cc1ccc(S(=O)(=O)N2CCOCC2)c(C)c1-n1cnnn1	-13	0.9	-19	0	-4	2	-5	14	0.8
COc1ccc(N(CC(=O)Nc2cccc(N(C)S(C)(=O)=O)c2)S(C)(=O)=O)cc1OC	-10	0.9	14	1	-2	3	2	-14	1
CCCc1cc(C(N)=O)c(NC(=O)C2CCCO2)s1 (stereo unspecified)	-17	.	7	1	-5	8	0	4	1
Cc1ccc2c(c1)CCCN2C(=O)c1cccs1	-16	1.4	10	1	1	1	-6	-14	0.9
CC1CC2(CCCCC2)Nc2ccc3ccccc3c21 (stereo unspecified)	-12	1.1	3	0	-2	0	1	-18	.
CN(c1ccc(C(=O)N2CCN(Cc3ccc4c(c3)OCO4)CC2)cc1)S(=O)(=O)c1ccccc1	0	1.2	-27	-2	-5	8	3	-5	1.9
COc1cccc(C(C(=O)NC2CCCC2)N(Cc2ccc(C)cc2)C(=O)c2ccco2)c1OC (stereo unspecified)	-8	1.1	1	-2	-2	4	7	-2	.
CCOc1ccc(C(=O)O)cc1OC	-11	0.9	8	-3	-5	5	1	7	0.9

Whole records from above.
Shown for COc1cccc(C(C(=O)NC2CCCC2)N(Cc2ccc(C)cc2)C(=O)c2ccco2)c1OC (stereo unspecified) → PLK1 inh = -8; MT1-MMP txn act = 1.1; PLK1 PBD inh = 1; FAK blocker = -2; S1P2 ag = -2; Rev-RRE block = 4; EphB4 ephrin blk = 7; S1P2 antag = -2; PLAP act = .
Shown for Cc1cc(C)nc(Nc2nc(=O)c3ccccc3s2)n1 → PLK1 inh = -8; MT1-MMP txn act = 1.4; PLK1 PBD inh = -4; FAK blocker = -3; S1P2 ag = -2; Rev-RRE block = 12; EphB4 ephrin blk = -3; S1P2 antag = -6; PLAP act = 1.2

The listing continues:
SMILES	PLK1 inh	MT1-MMP txn act	PLK1 PBD inh	FAK blocker	S1P2 ag	Rev-RRE block	EphB4 ephrin blk	S1P2 antag	PLAP act
CCNC(=O)NC(=O)C(C)OC(=O)c1oc2ccc(OC)cc2c1C (stereo unspecified)	-19	.	-2	-1	2	3	0	-8	0.8
CN(C)c1oc(-c2ccc(OCc3ccc(Cl)cc3)cc2)nc1C#N	-11	1	-6	-1	-3	5	-2	-1	0.9
CC(Oc1cc(C(F)(F)F)cc(C(F)(F)F)c1)C(=O)NC(N)=O (stereo unspecified)	-2	1.2	-3	-1	-7	12	-1	17	1.1
Cc1cccc(C)c1NC1=NC(=S)N(c2ccc(N(C)C)cc2)C1(C)C	-8	.	14	6	-9	6	7	12	1
Cc1ccc2oc3nc(C)c(C(=O)Nc4cccc(C(F)(F)F)c4)cc3c(=O)c2c1	-62	.	-37	-3	-3	18	1	8	0.8
O=C(CSCC(=O)N1CCOCC1)Nc1nc(-c2ccc3c(c2)OCO3)cs1	10	1.5	-18	-2	-6	4	-5	2	1.6
CCCS(=O)(=O)N1CCC(C(=O)NCCCN2CCCC2=O)CC1	-8	1.1	4	2	-3	5	-4	-10	1
CCOC(=O)c1cc(C#N)c(SCc2ccc(C#N)cc2)nc1C	-8	1.3	-19	-2	2	10	-4	4	.
COc1ccc(C2C(C#N)=C(N)N(c3sc4c(c3C#N)CCCC4)C3=C2C(=O)CC(C)(C)C3)cc1OC (stereo unspecified)	-9	.	-6	2	-4	5	3	2	1.7
C/C=C(\C)CN1CCN(c2ccccc2F)CC1	-5	1	-31	-2	-1	6	-8	-9	0.9
O=C(Nc1ccc(N2CCN(C(=O)c3ccccc3)CC2)c(Cl)c1)c1ccco1	-2	1.1	4	0	-4	6	-1	16	1.1
COc1ccccc1NC(=O)Cc1noc(CN(C)Cc2cccs2)n1	-11	1.1	-9	5	1	3	-5	16	1.4
CCCC(CCC(=O)NC1CCCCC1)C(=O)O (stereo unspecified)	-1	0.9	21	-2	-3	3	-6	-12	1
Oc1ccccc1CNc1cnc2ccccc2c1	-6	2.1*	-8	3	-2	0	0	-4	.

Part of the list above in order of heavy-atom count, low to high:
SMILES	PLK1 inh	MT1-MMP txn act	PLK1 PBD inh	FAK blocker	S1P2 ag	Rev-RRE block	EphB4 ephrin blk	S1P2 antag	PLAP act
CCCC(CCC(=O)NC1CCCCC1)C(=O)O (stereo unspecified)	-1	0.9	21	-2	-3	3	-6	-12	1
Oc1ccccc1CNc1cnc2ccccc2c1	-6	2.1*	-8	3	-2	0	0	-4	.
CC(Oc1cc(C(F)(F)F)cc(C(F)(F)F)c1)C(=O)NC(N)=O (stereo unspecified)	-2	1.2	-3	-1	-7	12	-1	17	1.1
CN(C)c1oc(-c2ccc(OCc3ccc(Cl)cc3)cc2)nc1C#N	-11	1	-6	-1	-3	5	-2	-1	0.9
Cc1cccc(C)c1NC1=NC(=S)N(c2ccc(N(C)C)cc2)C1(C)C	-8	.	14	6	-9	6	7	12	1
O=C(Nc1ccc(N2CCN(C(=O)c3ccccc3)CC2)c(Cl)c1)c1ccco1	-2	1.1	4	0	-4	6	-1	16	1.1

FAK blocker, what is marked active above
SMILES	PLK1 inh	MT1-MMP txn act	PLK1 PBD inh	FAK blocker	S1P2 ag	Rev-RRE block	EphB4 ephrin blk	S1P2 antag	PLAP act
Cn1c(C(=O)N2CCN(C(=O)c3ccco3)CC2)cc2c(=O)n(C)c3ccccc3c21	-17	1	7	19*	0	8	3	10	1.5
